Compound activity from PubChem.
ANO1 activ: mouse TMEM16A channel activation, primary screen; Q8BHY3; HEK293 TMEM16A/YFP-H148Q/I152L, iodide quench fluorescence; active compounds read low; B-score at 10 µM; actives 0.3% (n = 340,000);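 active means fluorescence-ratio B-score plate-corrected deviation score at least 3 library SD below zero, with starting fluorescence score within 5 deviations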;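 further: channel opened by trigger with iodide after compound preincubation; score built on the fluorescence ratio of max minus min over baseline; more negative score means more quench and so TMEM16A activation or potentiation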
MrgX1 ag: agonists of human MrgX1 receptor | Q96LB2 | actives 0.44% (n = 310,000) | B-score at 10 µM | MrgX1-HEK293 cells, Fluo-4 calcium fluorescence, agonist mode; active compounds read high | AID 588627;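 active means calcium response B-score plate-corrected fluorescence ratio at least 3 library SD, with starting fluorescence B-score inside 5 SD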
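Material: MrgX1-expressing HEK293 cells / Dosing: compound as first of three additions / Incubation: overnight seeding, then 1 h dark dye loading / Signal: Fluo-4 NW calcium fluorescence / Evaluation: B-scored fluorescence response ratio / Benchmarks: positive and negative control wells on each plate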
RGS4 act: potentiators or activators of RGS4. HEK293 M3R/inducible RGS4, carbachol calcium flux Fluo4; active compounds read low. actives 0.92% (n = 310,000). B-score at 10 µM;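 active means B-score of the integrated calcium signal more than 4 SD below the library mean, with starting fluorescence not abnormally high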;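 further: negative B-score means reduced calcium response which marks RGS4 activation or potentiation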
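System: HEK293 FlpIn-TREx cells, stable M3R, doxycycline-inducible RGS4. Timing: overnight RGS4 induction, 30 min dye load 37 °C, 20 min compound RT. Also added: carbachol, ECmax concentration. Measured by: Fluo4 fluorescence kinetic imaging of calcium. Evaluation: integrated calcium ratio converted to B score.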
TRPC6 inh: inhibitors of mouse TRPC6 channel | Q61143 | HEK293-TRPC6, membrane potential dye, ACh-evoked depolarization; active compounds read low | B-score at 10 µM | actives 1.1% (n = 310,000) | AID 2553;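 active means B-score under library mean minus 3 SD, initial fluorescence not abnormally high, positive integrated signal ratio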;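 further: B-score derived from integrated fluorescence ratio over the kinetic read; more negative B-score means stronger inhibition of depolarization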
Target sequence (Q61143 whole entry, looked up): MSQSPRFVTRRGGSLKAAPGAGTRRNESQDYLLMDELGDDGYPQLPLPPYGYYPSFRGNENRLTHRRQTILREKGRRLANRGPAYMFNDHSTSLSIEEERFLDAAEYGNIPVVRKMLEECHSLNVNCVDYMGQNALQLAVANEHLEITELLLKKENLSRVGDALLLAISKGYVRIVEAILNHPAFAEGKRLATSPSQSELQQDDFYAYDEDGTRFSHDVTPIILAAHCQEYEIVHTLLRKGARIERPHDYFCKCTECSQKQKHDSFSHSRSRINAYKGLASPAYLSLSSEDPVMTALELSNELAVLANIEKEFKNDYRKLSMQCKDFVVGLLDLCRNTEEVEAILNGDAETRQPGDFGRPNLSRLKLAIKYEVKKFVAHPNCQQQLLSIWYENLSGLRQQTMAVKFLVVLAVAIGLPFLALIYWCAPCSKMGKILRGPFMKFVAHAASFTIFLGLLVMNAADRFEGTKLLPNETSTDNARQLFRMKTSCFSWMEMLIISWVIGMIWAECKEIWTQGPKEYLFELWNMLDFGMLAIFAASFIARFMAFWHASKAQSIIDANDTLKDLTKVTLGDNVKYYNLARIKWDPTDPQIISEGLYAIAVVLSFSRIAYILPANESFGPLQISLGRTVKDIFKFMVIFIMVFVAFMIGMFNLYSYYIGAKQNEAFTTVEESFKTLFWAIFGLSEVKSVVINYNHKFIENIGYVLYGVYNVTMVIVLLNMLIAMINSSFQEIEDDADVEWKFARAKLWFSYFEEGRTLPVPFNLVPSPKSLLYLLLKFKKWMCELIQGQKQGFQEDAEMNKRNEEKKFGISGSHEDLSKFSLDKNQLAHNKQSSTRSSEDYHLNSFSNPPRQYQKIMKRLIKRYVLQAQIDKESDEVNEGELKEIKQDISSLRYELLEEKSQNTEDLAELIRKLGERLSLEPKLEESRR
TMEM16A inh: blocks the mouse calcium-activated chloride channel TMEM16A; HEK293 TMEM16A/YFP iodide influx fluorescence, ionomycin; AID 588511; normalized B-score (activity score, 25-100; higher = stronger inhibition) at 10 µM; actives 1.2% (n = 310,000);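 active means ratio plate-corrected score three or more library SD toward inhibition, starting fluorescence score within five deviations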;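 further: score derived from kinetic fluorescence span divided by baseline fluorescence per well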
RGS4 inh: inhibitors of human RGS4 | HEK293 M3R/RGS4 inducible, Fluo-4 calcium flux; active compounds read high; triggered by carbachol at its EC20 | B-score at 10 µM | actives 0.45% (n = 310,000);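 active means B-score, a plate-corrected calcium signal, over three deviations above library mean, with baseline fluorescence within five deviations of library mean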;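 further: RGS4 expression induced by doxycycline in cells with stable M3 receptor; B-score is computed from the integrated fluorescence ratio over baseline after carbachol; higher B-score means a larger calcium signal and so more RGS4 inhibition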
Target sequence (P49798 whole entry, looked up): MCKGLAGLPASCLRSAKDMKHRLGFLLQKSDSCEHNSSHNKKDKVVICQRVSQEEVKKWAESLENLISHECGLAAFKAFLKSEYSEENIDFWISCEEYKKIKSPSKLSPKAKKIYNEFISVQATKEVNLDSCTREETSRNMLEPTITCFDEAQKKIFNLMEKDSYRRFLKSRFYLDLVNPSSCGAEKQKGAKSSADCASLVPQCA
MrgX1 allo act: allosterically activates human MrgX1 receptor signaling | B-score at 10 µM | AID 588675 | actives 0.63% (n = 310,000) | MrgX1-HEK293, Fluo-4 calcium flux, FDSS; active compounds read high | Q96LB2;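 active means plate-corrected calcium response at least 3 library SD above typical, normal starting fluorescence, not activating the receptor alone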;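 further: compound read alongside a low EC10 to EC30 dose of BAM8-22 agonist; peak minus trough fluorescence over baseline measured at the second addition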
HDAC3 inh: blocks human histone deacetylase 3 | O15379 | recombinant HDAC3, fluorogenic peptide/trypsin coupled, fluorescence | inhibition, % at 8.3 µM | actives 0.15% (n = 320,000) | AID 2718; in the data active means inhibition above about 26%, passing the limit was not always enough; inconclusive means no clear call, values can overlap the other calls
MrgX1 antagonist: human MrgX1 receptor antagonism, primary screen; Q96LB2; MRGX1-HEK293 calcium flux, Fluo-4, BAM8-22 antagonism; active compounds read low; B-score at 10 µM; actives 1.3% (n = 310,000); AID 588676;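 active means calcium-response B-score plate-corrected more than 3 library SD below zero, starting fluorescence within 5 deviations, no agonist response on first addition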;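 further: peak minus trough fluorescence over baseline after final BAM8-22 challenge near maximal dose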
TRPC6 act: activators of mouse TRPC6 channel | actives 0.13% (n = 310,000) | HEK293-TRPC6 membrane potential dye fluorescence; active compounds read high | B-score at 10 µM | AID 2550 | Q61143;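 active means B-score of the integrated fluorescence ratio above library mean plus 3 SD, and starting fluorescence ratio within library mean plus 5 SD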;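 further: higher score means more depolarization so channel activation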
SKKanGAS inh: blocks kanamycin growth of S. pyogenes SKKanGAS strain; actives 1.3% (n = 300,000); inhibition, % at 7.5 µM; AID 1662; BacTiter-Glo, 6 h;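 active means mean replicate score, as percent of positive control median, at least 50; inconclusive means mean below 50 but one replicate at or above 50; inactive means mean and every replicate below 50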;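 further: strain carries kanamycin resistance gene driven by streptokinase promoter and grows in 40 µg/ml kanamycin; loss of luminescence reflects streptokinase promoter inhibition or plain growth inhibition; 0% = median of DMSO wells and 100% = positive control at its reference dose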
Active calls of the source: *; i = inactive; u = inconclusive; x = no result given. Not a hit list; any-hit rate near 6.7%.

SMILES	ANO1 activ	MrgX1 ag	RGS4 act	TRPC6 inh	TMEM16A inh	RGS4 inh	MrgX1 allo act	HDAC3 inh	MrgX1 antagonist	TRPC6 act	SKKanGAS inh
Cc1cccc2sc(NC(=O)c3cccc(S(=O)(=O)N4CCc5ccccc54)c3)nc12	i	i	i	i	i	i	i	-5.1	i	i	5.7
Cc1ccccc1-n1c(SCC(=O)N/N=C/c2sccc2C)nc2ccccc2c1=O	i	i	i	i	i	5.54*	i	16.6	i	i	28.5
C=CCc1cccc(CNc2ccc(Br)cc2)c1O	i	i	i	i	i	i	i	3.9	i	i	23.8
CC(Oc1ccc(F)cc1)C(=O)Nc1ccccc1C(=O)NC1CC1 (stereo unspecified)	i	i	i	i	i	i	i	-6.9	-5.83*	i	-3.1
CC(C)CN(CC(C)C)C(=O)c1cc(S(=O)(=O)N2CCCCC2)c[nH]1	i	i	i	i	i	i	i	-4.1	i	i	-4.1
COc1ccc(C2NC(=O)NC(C)=C2C(=O)Nc2cccc(C)c2C)cc1 (stereo unspecified)	i	i	i	i	i	i	i	7.9	i	i	-1.1
CC(/C=N/NC(=O)c1ccccn1)=C\c1ccco1	i	x	i	i	x	i	x	x	x	i	0.0
O=C(Nc1ccccc1N1CCOCC1)c1ccc2c(c1)C(=O)N(Cc1ccncc1)C2=O	i	i	i	i	i	i	i	-6.2	i	i	-2.6
CCNC(=S)N/N=C/c1cccc(/C=N/NC(=S)NCC)c1	i	i	i	i	i	i	i	-2.8	i	i	-6.2
Cn1nnc2c(sc3nc(N4CCOCC4)c4c(c32)CCCC4)c1=O	i	i	i	i	i	i	i	1.9	i	i	4.5
COCCNc1nc(=S)[nH]c2cc(OC)c(OC)cc12	i	i	i	i	i	i	i	u	i	i	4.0
Cc1ccc(NC(=O)CO/N=C/c2ccccc2C)c(C)c1	i	i	i	i	i	i	i	-5.5	i	i	8.4
Nc1c(S(=O)(=O)c2ccccc2)c2nc3ccccc3nc2n1C1CC1	i	i	i	i	i	i	i	-26.3	i	i	3.7
Cc1ccc(S(=O)(=O)NCCc2nnc3ccc(SCc4cccnc4)nn23)cc1	i	i	i	i	i	i	i	-5.1	i	i	4.9
O=C(C1CCCN(c2ncnc3c2nc2n3CCCCC2)C1)N1CCN(c2ccc(Cl)cc2)CC1 (stereo unspecified)	i	i	i	i	i	i	i	3.2	i	i	18.7
COc1ccc(C(CNC(=O)c2cccc(S(=O)(=O)NCc3ccccc3)c2)N2CCOCC2)cc1 (stereo unspecified)	i	i	i	i	i	i	i	8.1	i	i	-10.7
CCOCCCn1c(-c2ccc(Cl)cc2)n[nH]c1=S	i	i	i	i	i	i	i	9.5	i	i	1.2
COc1ccc(Cl)cc1NC(=O)[C@@H]1CCCN1C(=O)c1cccs1	i	i	i	i	i	i	i	-2.2	i	i	-0.4
c1ccc2c(c1)CCc1snnc1-2	i	i	i	i	i	i	i	-7.4	i	i	-3.8
CCn1c(COc2ccc(Cl)cc2)nnc1SCc1nc2ccccc2[nH]1	i	i	i	i	i	i	i	-1.0	i	i	-6.8
COCCNC(=O)c1ccccc1NC(=O)Cc1ccccc1[N+](=O)[O-]	i	i	i	i	i	i	i	2.5	i	i	-2.7
O=C(CCN1C(=O)C2C3CCC(C3)C2C1=O)Nc1cccc(Cl)c1 (stereo unspecified)	i	i	i	i	i	i	i	1.0	i	i	-11.4
O=C(NCCS(=O)(=O)c1ccc(Br)cc1)c1ccccc1Cl	i	i	i	i	i	i	i	1.8	i	i	-1.0
Cc1csc(NC(=O)CSc2nnc(-c3ccoc3C)n2C(C)c2ccccc2)n1 (stereo unspecified)	i	i	i	i	i	i	i	1.7	i	i	0.3
Cc1c(C)n2c(SCC(=O)NC3CCCCC3)nnc2[nH]c1=O	i	i	i	i	i	i	i	-4.0	i	i	-8.2
COC(=O)C(C)Oc1cc(C)ccc1COc1ccc(-n2nc(C)n(C(F)F)c2=O)cc1 (stereo unspecified)	i	i	i	i	i	i	i	6.9	i	i	6.8
CC(=O)n1c2c(c3ccccc31)OC(N)=C(C#N)C2c1cccc(Cl)c1Cl (stereo unspecified)	i	i	i	i	i	i	i	-10.6	i	i	12.0
CCC1CCCCN1CCCNC(=O)c1c(O)nc2c(C)cccn2c1=O (stereo unspecified)	i	i	i	i	i	i	i	2.4	i	i	-9.1
COc1ccc2[nH]c(=O)c(CN(CC3CCCO3)S(=O)(=O)c3ccccc3F)cc2c1 (stereo unspecified)	i	i	i	i	i	i	i	-7.4	i	i	-2.5
CC(=O)CSc1nc2ccc(Nc3nc(N4CCOCC4)nc(N4CCOCC4)n3)cc2s1	i	i	i	i	i	i	i	10.4	i	i	22.4
Cc1cc(C)n2nc(SCC(=O)N(C)C)nc2n1	i	i	i	i	i	i	i	3.5	i	i	-1.8
CCOc1cc(/C=N/NC(=O)c2cccnc2)ccc1OCC(N)=O	i	i	i	i	i	i	i	1.8	i	i	x
O=C(CSc1nc(O)cc(=O)n1-c1ccccc1)Nc1ccc(Br)cn1	i	i	i	i	i	i	i	-7.3	i	i	40.5
CC1(C)NC(=O)N(CC(=O)OCC(=O)Nc2cccc(F)c2)C1=O	i	i	i	i	i	i	i	-1.9	i	i	-0.3
COc1ccc(NC(=O)c2c(N)cnn2C)cc1	i	i	i	i	i	i	i	2.8	i	i	1.5
CC(=O)N1CC(=O)N(Cc2ccccc2)/C(=C/c2ccccc2)C1=O	i	i	i	i	i	i	i	3.5	i	i	28.8
CN(C(=O)c1ccc(S(=O)(=O)N2CCOCC2)cc1)C1CCS(=O)(=O)C1 (stereo unspecified)	i	i	i	i	i	i	i	-9.9	i	i	-17.7
S=C(Nc1ccc2nsnc2c1)N1CCCC1	i	i	i	i	i	i	i	1.1	i	i	-4.5
COc1ccc(CCNc2nc(-c3ccccn3)cs2)cc1OC	-6.19*	i	i	i	i	i	i	6.6	i	i	74.6*
CCCC(=O)NC(=S)Nc1ccccc1F	i	i	i	i	i	i	i	-8.0	i	i	2.6
CCOC(=O)c1[nH]c2ccc(OCC)cc2c1NC(=O)CN1CCCC(C)C1 (stereo unspecified)	i	i	i	i	i	i	i	-19.7	i	i	16.0
O=C(Nc1ccccc1-c1ccccc1)C(=O)Nc1ccccc1-c1ccccc1	x	i	i	i	i	i	i	-0.8	i	i	2.9
S=C1NCN(Cc2cccnc2)CN1c1cccc(Cl)c1	i	i	i	i	i	i	i	0.6	i	i	-5.4
CS(=O)(=O)c1ccc(Cl)c(NC(=O)COC(=O)CNC(=O)c2sc3ccccc3c2Cl)c1	i	i	i	i	i	i	i	0.4	i	i	-18.0
Cc1ccccc1CNC(=O)C1CCC(=O)N(C2CC2)C1 (stereo unspecified)	i	i	i	i	i	i	i	-7.4	i	i	-9.7
CCc1ccc(NC(=O)/C(C#N)=C\c2ccc(OC)c(C(=O)O)c2)cc1	i	i	i	i	i	i	i	3.0	i	i	3.0
CC(=O)Nc1ccc(N(C)C)cc1[N+](=O)[O-]	i	i	i	i	i	i	i	-2.7	i	i	3.4
C=C(C)COc1ccc(-c2ncnc(C(F)(F)F)c2-c2ccccc2)c(O)c1	i	i	i	i	i	i	i	-8.8	i	i	13.9
COC(=O)c1c(NC(=O)/C=C/C(=O)O)sc(C)c1-c1ccc(C)c(C)c1	i	i	i	i	i	i	i	x	i	i	16.3
CC(c1nnc(SCC(=O)Nc2cc([N+](=O)[O-])ccc2F)n1Cc1ccccc1)N(C)C (stereo unspecified)	i	i	i	i	i	i	i	-2.5	i	i	-6.4
COCCNC(=O)CS(=O)Cc1nc(-c2ccccc2C)oc1C (stereo unspecified)	i	i	i	i	i	i	i	0.8	-5.27*	i	-4.2
COc1ccccc1N1CCN(C(=O)Cn2nnc(-c3ccncc3)n2)CC1	x	i	i	i	i	i	i	3.8	i	i	-1.1
CC(C)OC(=O)c1c(NC(=O)c2cnn3c2NC(c2ccccc2)CC3C(F)(F)F)sc2c1CCCC2 (stereo unspecified)	i	i	i	i	i	i	i	-5.4	i	i	4.2
Cn1nccc1NC(=O)CSCC(=O)O	i	i	i	i	i	i	i	-5.8	i	i	1.5
COc1cccc(F)c1C(=O)NC(=O)Nc1ccc2nc(C)oc2c1	i	i	i	i	i	i	i	4.4	i	i	10.1
Cc1cccc(C)c1NC(=S)N/N=C/c1ccccc1C(=O)O	i	i	i	i	i	i	i	3.4	i	i	7.3
CCOc1ccc(N(CC(=O)NCc2ccc(F)cc2)C(=O)CCC(=O)Nc2nccs2)cc1	i	i	i	i	i	i	i	2.9	i	i	-6.6
CCn1c(/C=C/N(C)c2ccccc2)[n+](CC)c2ccc(Cl)cc21	i	i	i	-8.64*	i	i	i	12.7	i	i	-5.9
Cc1cc(C)c(C)c(OCCOCCN2CCN(C)CC2)c1	i	i	i	i	i	i	i	2.0	i	i	3.2
Cc1nc2nc(SCC(=O)C(C)(C)C)[nH]c2cc1Br	i	i	i	i	i	i	i	3.2	i	i	0.3
Additional entries:
SMILES	ANO1 activ	MrgX1 ag	RGS4 act	TRPC6 inh	TMEM16A inh	RGS4 inh	MrgX1 allo act	HDAC3 inh	MrgX1 antagonist	TRPC6 act	SKKanGAS inh
CCCCN(C)C(=O)c1ccc(CS(=O)(=O)c2ccccc2C)o1	i	i	i	i	i	i	i	2.0	i	i	2.7
COc1ccc(CCNC(=O)C2CC(=O)N(C3CCCCCCC3)C2)cc1OC (stereo unspecified)	i	i	i	i	i	i	i	-7.7	i	i	-14.3
Cc1ccc2c(Cl)cc(Cl)c(OCC(=O)N3CCCC3)c2n1	i	i	i	i	i	i	i	-0.7	i	i	17.1
Fc1ccccc1CSc1ccc(-c2ccco2)nn1	i	i	i	i	i	i	i	-4.0	i	i	x
Cc1ccc(C(=O)NNC(=O)C2CC2)cc1Br	i	i	i	i	i	i	i	-1.9	i	i	0.0
CCO/C=C/C(O)(CNC(=O)COc1ccccc1F)C(F)(F)F (stereo unspecified)	i	i	i	i	i	i	i	-9.4	i	i	29.6
COc1ccc(-n2c(=O)[nH]cc(C(=O)Nc3ccc(NC(C)=O)cc3)c2=O)cc1	i	i	i	i	i	i	i	0.0	i	i	2.6
Cc1cc(C)cc(-n2c(C)cc(/C=N/NC(=O)CSc3ncccn3)c2C)c1	i	i	-8.35*	-9.89*	25*	i	i	1.9	i	i	-3.7
NC1=C(c2ccc(F)cc2)C(=O)CS1	i	i	i	i	i	i	i	-4.2	i	i	-1.9
Cc1ccc(/C=N/n2c(C3CCCCC3)n[nH]c2=S)cc1	i	i	i	i	i	i	i	0.7	i	i	9.7
